# Source: PubChem BioAssay
# PREPL inhibitor – PREPL enzyme inhibitors, primary screen, biochemical, fluorescence polarization; AID 2751, 2010; recombinant PREPL, fluorescence polarization activity-based probe; inhibition, % at 5.96 µM; actives 0.68% (n = 320,000); in the data active = inhibition above about 43%;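 also: 0% = enzyme with DMSO and 100% = wells lacking enzyme; many of its hits are not listed in these tables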
# pPAFAH FP inh – pPAFAH enzyme inhibitors, primary screen, biochemical, fluorescence polarization, human; Platelet-activating factor acetylhydrolase (Homo sapiens), Q13093; recombinant pPAFAH, FP-rhodamine probe fluorescence polarization; inhibition, % at 3.39 µM; actives 1.5% (n = 330,000);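 active = inhibition above the mean inhibition across the screen plus 3 SD, cut at about 25% in these data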;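 also: inhibitors block binding of the rhodamine activity-based probe so polarization drops; 0% = enzyme with DMSO and 100% = wells lacking pPAFAH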
# Target sequence (Q13093 whole entry, looked up): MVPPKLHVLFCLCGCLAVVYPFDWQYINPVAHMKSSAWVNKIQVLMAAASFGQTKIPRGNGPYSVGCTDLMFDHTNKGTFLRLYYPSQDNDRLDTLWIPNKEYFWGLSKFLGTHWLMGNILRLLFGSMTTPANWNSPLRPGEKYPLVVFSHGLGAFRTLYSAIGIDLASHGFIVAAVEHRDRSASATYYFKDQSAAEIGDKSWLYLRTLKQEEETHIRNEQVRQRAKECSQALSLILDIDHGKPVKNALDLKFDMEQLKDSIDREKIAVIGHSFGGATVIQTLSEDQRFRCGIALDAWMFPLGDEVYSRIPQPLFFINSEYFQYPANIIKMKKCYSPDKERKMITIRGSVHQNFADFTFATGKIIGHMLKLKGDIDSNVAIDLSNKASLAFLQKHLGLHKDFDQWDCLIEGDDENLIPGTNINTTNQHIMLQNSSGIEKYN
# PAD4 inh – human PAD4 inhibitors, primary screen, biochemical, fluorescence polarization, 1536-well format | actives 0.41% (n = 330,000) | AID 485272, 2010 | recombinant PAD4, RCA probe fluorescence polarization | inhibition, % at 6.36 µM;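 active = percent inhibition above a cutoff equal to the mean of all tested compounds plus 3 SD, cut at about 15% in these data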;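 also: 0% = PAD4 with RCA probe and DMSO and 100% = probe without PAD4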
# Target sequence (Q9UM07 whole entry, looked up): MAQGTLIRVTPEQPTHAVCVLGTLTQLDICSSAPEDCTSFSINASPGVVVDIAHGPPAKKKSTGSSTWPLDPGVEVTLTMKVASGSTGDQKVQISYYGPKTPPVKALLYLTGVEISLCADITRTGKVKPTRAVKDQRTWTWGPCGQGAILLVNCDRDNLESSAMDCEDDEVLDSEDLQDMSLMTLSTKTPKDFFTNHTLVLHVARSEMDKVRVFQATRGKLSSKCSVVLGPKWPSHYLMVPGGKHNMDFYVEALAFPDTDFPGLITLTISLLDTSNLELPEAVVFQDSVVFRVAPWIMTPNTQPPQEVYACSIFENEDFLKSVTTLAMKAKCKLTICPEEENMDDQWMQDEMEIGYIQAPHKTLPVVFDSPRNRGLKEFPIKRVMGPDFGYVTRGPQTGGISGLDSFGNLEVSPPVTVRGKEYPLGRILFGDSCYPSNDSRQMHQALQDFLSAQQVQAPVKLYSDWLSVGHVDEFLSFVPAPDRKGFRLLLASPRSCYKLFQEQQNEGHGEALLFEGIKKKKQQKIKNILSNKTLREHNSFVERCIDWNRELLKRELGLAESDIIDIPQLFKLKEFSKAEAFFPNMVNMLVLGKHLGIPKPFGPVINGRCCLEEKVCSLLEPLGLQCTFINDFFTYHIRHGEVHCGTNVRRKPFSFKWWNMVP
# PAFAH1B3 inh – PAFAH1B3 enzyme inhibitors, primary screen, biochemical, fluorescence polarization, human | recombinant PAFAH1B3, FP-rhodamine probe | inhibition, % at 3.39 µM | actives 0.28% (n = 340,000) | AID 492972, 2010;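 active = inhibition above the screen-wide average of all tested compounds plus 3 SD, cut at about 25% in these data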;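 also: 0% = enzyme with DMSO only and 100% = wells lacking PAFAH1B3 protein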
# LYPLA2 inh – LYPLA2 inhibitors, primary screen, counter-screen for PME1 inhibitor project, biochemical, fluorescence polarization, FP-Rh probe ABPP | Acyl-protein thioesterase 2 (Homo sapiens), O95372 | recombinant LYPLA2 | inhibition, % at 5.9 µM | actives 0.38% (n = 320,000);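 active = inhibition above the screen-wide mean plus 3 SD, limit set per campaign, cut at about 26% in these data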;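 also: 0% = LYPLA2 with DMSO and 100% = wells lacking LYPLA2 enzyme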
# LYPLA1 counter – LYPLA1 inhibitors, primary screen, counter-screen for PME1 inhibitor project, biochemical, fluorescence polarization, FP-Rh probe ABPP. Acyl-protein thioesterase 1 (Homo sapiens), O75608. recombinant LYPLA1. actives 0.16% (n = 320,000). inhibition, % at 5.9 µM;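 active = inhibition above the mean of all tested compounds plus 3 SD, set per campaign, cut at about 14% in these data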;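 also: inhibitors block serine hydrolase probe labeling of LYPLA1 so polarization falls; 0% = enzyme with DMSO and 100% = wells lacking LYPLA1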
# PAFAH2 FP inh – PAFAH2 enzyme inhibitors, primary screen, biochemical, fluorescence polarization, human. actives 0.99% (n = 340,000). recombinant PAFAH2, FP-rhodamine activity probe. inhibition, % at 3.39 µM. Platelet-activating factor acetylhydrolase 2, cytoplasmic (Homo sapiens), Q99487;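 active = inhibition above the mean over all tested compounds plus 3 SD, cut at about 30% in these data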;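 also: inhibitors block probe labeling of enzyme so polarization drops; 0% = enzyme with DMSO and 100% = wells lacking PAFAH2 protein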
# GSTO1 counter – inhibitors of recombinant GSTO1, primary screen, counter-screen for RBBP9 inhibitor project, biochemical, fluorescence polarization. activity-based probe fluorescence polarization. inhibition, % at 5.96 µM. actives 1.1% (n = 300,000);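 active = inhibition above the campaign mean inhibition plus 3 SD, cut at about 35% in these data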;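 also: 0% = GSTO1-1 with DMSO and 100% = wells lacking GSTO1-1 enzyme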
# PAFAH1B2 FP inh – PAFAH1B2 enzyme inhibitors, primary screen, biochemical, fluorescence polarization, human; actives 1.2% (n = 340,000); recombinant PAFAH1B2, FP-rhodamine activity probe; AID 492953, 2010; inhibition, % at 3.39 µM; Platelet-activating factor acetylhydrolase IB subunit alpha2 (Homo sapiens), P68402;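 active = inhibition above the mean of all tested compounds plus 3 SD, cut at about 24% in these data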;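 also: 0% = enzyme with DMSO and 100% = wells lacking PAFAH1B2; many of its hits are not listed in these tables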
# Numbers without * were called inactive; / = not tested or not shown. Only part of the results is shown; the hit share may differ from the screen's.
# Start of the data: the first 7 entries (preview)
# Below each SMILES: PREPL inhibitor	pPAFAH FP inh	PAD4 inh	PAFAH1B3 inh	LYPLA2 inh	LYPLA1 counter	PAFAH2 FP inh	GSTO1 counter	PAFAH1B2 FP inh
COc1ccc(CNC(=O)c2ccc(CS(=O)Cc3ccc(Cl)cc3)o2)cc1 (configuration not stated)
    -2	17	1	2	8	4	-5	-6	17
COC(=O)C1=CN(Cc2cccs2)C=C(C(=O)OC)C1c1cccc(OC)c1OC
    -2	4	0	-3	3	4	3	2	1
C/C(=N\N(Cc1ccccc1)c1ccccc1)c1cccnc1
    2	8	-1	3	10	-1	4	0	6
CCN(CC)S(=O)(=O)c1cccc(C(=O)N/N=C/c2c(C)nn(-c3ccccc3)c2Cl)c1
    0	-2	0	0	-1	-2	-2	1	-1
O=C(Cc1c[nH]c2ccccc12)NCc1ccc(Cl)cc1Cl
    2	-5	-3	1	-3	-1	7	10	20
CN(C(=O)c1ccc(NC(=O)C2CCCN(C(=O)OC(C)(C)C)C2)cc1)C1CCCCC1 (configuration not stated)
    0	-3	5	7	/	/	0	/	6
Cc1ccc(CNC(=O)c2ccccc2N)cc1
    10	8	3	-2	-1	-3	-2	1	3

# Results (from the top)
# Below each SMILES: PREPL inhibitor	pPAFAH FP inh	PAD4 inh	PAFAH1B3 inh	LYPLA2 inh	LYPLA1 counter	PAFAH2 FP inh	GSTO1 counter	PAFAH1B2 FP inh
COc1ccc(CNC(=O)c2ccc(CS(=O)Cc3ccc(Cl)cc3)o2)cc1 (configuration not stated)
    -2	17	1	2	8	4	-5	-6	17
COC(=O)C1=CN(Cc2cccs2)C=C(C(=O)OC)C1c1cccc(OC)c1OC
    -2	4	0	-3	3	4	3	2	1
C/C(=N\N(Cc1ccccc1)c1ccccc1)c1cccnc1
    2	8	-1	3	10	-1	4	0	6
CCN(CC)S(=O)(=O)c1cccc(C(=O)N/N=C/c2c(C)nn(-c3ccccc3)c2Cl)c1
    0	-2	0	0	-1	-2	-2	1	-1
O=C(Cc1c[nH]c2ccccc12)NCc1ccc(Cl)cc1Cl
    2	-5	-3	1	-3	-1	7	10	20
CN(C(=O)c1ccc(NC(=O)C2CCCN(C(=O)OC(C)(C)C)C2)cc1)C1CCCCC1 (configuration not stated)
    0	-3	5	7	/	/	0	/	6
Cc1ccc(CNC(=O)c2ccccc2N)cc1
    10	8	3	-2	-1	-3	-2	1	3
O=C(O)c1ccc2c(c1)N(Cc1ccccc1F)C(=O)c1ccccc1S2=O (configuration not stated)
    4	3	1	0	0	-1	-5	-1	4
CC(C)Cn1c(N)c(/C=N/NC(=O)c2ccc(Cl)cc2)c(=O)n(C)c1=O
    9	-2	1	-3	14	3	-2	1	3
O=S(=O)(c1ccc(-c2ccccc2)cc1)N1CCCC1
    -27	6	-1	7	1	-1	5	4	4
CC1CCN(CC(=O)Nc2cccc(Cl)c2)CC1
    15	-9	-1	3	-5	-1	6	-6	3
COc1cc([N+](=O)[O-])ccc1NC(=O)Nc1ccc2c(c1)OCCO2
    12	11	1	12	3	-1	-5	5	-1
CC(C)(C)S(=O)(=O)/C(C#N)=N/Nc1ccc(S(N)(=O)=O)cc1
    -3	-5	4	4	-3	-4	-4	0	-2
COC(=O)c1cc(NC(=S)Nc2cc(Cl)cc(Cl)c2)cc(C(=O)OC)c1
    3	-1	6	-11	-10	-11	-13	-2	0
Cn1c(=O)c2c([nH]c(OCc3ccc(Cl)cc3Cl)[n+]2Cc2ccc(F)cc2)n(C)c1=O
    -12	6	-4	4	3	3	1	8	2
CCCOc1ccc(N2CC(C(=O)NCCc3ccc(OC)c(OC)c3)CC2=O)cc1 (configuration not stated)
    10	2	-2	12	2	4	9	-1	11
O=c1c2cccnc2n(-c2ccccc2)n1Cc1ccc(Cl)cc1
    13	8	-1	9	2	-2	4	-7	1
CCOC(=O)CCNC(=O)c1ccc2nc(C3CCCCC3)oc2c1
    -9	9	2	3	0	-2	2	1	-3
CCCc1nc2nc(C)c(NS(=O)(=O)c3ccc(C4CCCCC4)cc3)c(=O)n2[nH]1
    1	10	3	5	0	0	21	-20	8
C=CCSc1nnc(NC(=O)CCN2C(=O)C3CC=CCC3C2=O)s1 (configuration not stated)
    3	0	11	-8	20	5	-2	/	-2

# The closing two records of the section above open the next one:
molecule | PREPL inhibitor | pPAFAH FP inh | PAD4 inh | PAFAH1B3 inh | LYPLA2 inh | LYPLA1 counter | PAFAH2 FP inh | GSTO1 counter | PAFAH1B2 FP inh
CCCc1nc2nc(C)c(NS(=O)(=O)c3ccc(C4CCCCC4)cc3)c(=O)n2[nH]1 | 1 | 10 | 3 | 5 | 0 | 0 | 21 | -20 | 8
C=CCSc1nnc(NC(=O)CCN2C(=O)C3CC=CCC3C2=O)s1 (configuration not stated) | 3 | 0 | 11 | -8 | 20 | 5 | -2 | / | -2
Cc1nc(C(=O)NNC(=O)c2ccc(C(F)(F)F)cc2)cs1 | 6 | 2 | -2 | / | 6 | 1 | / | 4 | /
Cc1ccc(C(=O)Cn2c(N3CCOCC3)nc3c2c(=O)n(C)c(=O)n3C)cc1 | -3 | -6 | -2 | 0 | -2 | -3 | 1 | -4 | 1
CN(C(=O)CSc1nc2ccccc2c(=O)n1-c1ccc(F)cc1)C1CCS(=O)(=O)C1 (configuration not stated) | -4 | -1 | -5 | 5 | -4 | 3 | 0 | / | 1
CCOC(=O)c1cc(-c2cc(OC)c(OC)c(OC)c2)nc2c1c(=O)[nH]c(=O)n2Cc1ccccc1 | 10 | 2 | 1 | 3 | 1 | -2 | 8 | -7 | 0
O=C(COC(=O)c1ccc([N+](=O)[O-])cc1)Nc1ccc(Cl)cn1 | 10 | 1 | 8 | 2 | 6 | 1 | 8 | -4 | 1
COc1ccc(C(CNC(=O)CCNS(=O)(=O)c2ccc(C)cc2)N2CCOCC2)cc1 (configuration not stated) | 0 | 0 | 0 | 6 | 1 | 0 | -1 | 1 | 2
COc1ccc2[nH]c(O)c(N=NC(=O)c3ccc(NS(=O)(=O)c4cccs4)cc3)c2c1 | 30 | 44* | 4 | 32* | -4 | -7 | 23 | / | 21
CCNC(=S)N/N=C/c1ccc(C#N)cc1 | -4 | 2 | -4 | 0 | -3 | 0 | 1 | -12 | 3
O=C(Nn1cnnc1)c1ccc([N+](=O)[O-])cc1 | -6 | -2 | -1 | 5 | 1 | 1 | -11 | -4 | 1
Cc1ccc(C(=O)NC(=S)N2CCN(c3cc(C)ccc3C)CC2)cc1 | 2 | 3 | -1 | 4 | 1 | -4 | -6 | 5 | 3
O=C(N/N=C/c1cccs1)C(=O)N1CCCC1 | -8 | 0 | 1 | 2 | 5 | -1 | 0 | 1 | 0
O=C(Nc1cnn(Cc2ccc(Cl)cc2Cl)c1)c1cc(-c2cccs2)on1 | 1 | 1 | 2 | -2 | 9 | -1 | -8 | -5 | -2
Cc1nc2c([nH]c3ccccc32)c(=O)n1N | 7 | 0 | -1 | / | 5 | 1 | / | 9 | /
O=C(c1ccc2c(=O)n(Cc3ccco3)c(=S)[nH]c2c1)N1CCN(c2ccccc2)CC1 | 6 | 0 | 2 | 7 | 10 | 3 | 1 | 4 | 1
O=C1NCCCC1C(=O)Nc1ccccn1 (configuration not stated) | -2 | -1 | -5 | 10 | -1 | -5 | 0 | -1 | 2
CCc1ccccc1NC(=O)NCc1ccccn1 | -13 | -1 | -2 | 6 | 2 | 1 | 2 | -4 | 3
COc1cc(NC(=O)c2ccc(-c3cccc(F)c3)o2)ccc1NC(=O)c1ccccc1Cl | 20 | -7 | -1 | -4 | / | / | -37 | / | -7
O=C(Cc1cccs1)Nc1nc2c(ccc3ccccc32)s1 | 4 | -3 | -11 | -13 | -14 | -22 | -29 | -14 | 5
C=CCNc1nc(Cl)nc(Nc2ccc(OCC)cc2)n1 | 5 | 1 | 2 | 6 | 7 | 3 | -1 | 3 | 0
O=C(Cc1c(F)cccc1Cl)NCC1CCCO1 (configuration not stated) | -1 | 1 | 2 | 3 | -5 | -1 | 8 | 7 | 3
Cn1cc(C[C@H](NC(=O)OC(C)(C)C)C(=O)N[C@@H](CO)Cc2ccccc2)c2ccccc21 | -6 | 5 | -4 | -2 | 1 | -1 | -4 | 7 | 9
CSc1ccccc1OCc1cc(C(=O)NCCN2CCCc3ccccc32)no1 | 16 | 19 | -4 | 10 | -7 | -1 | 5 | 0 | -3
NC(=O)CCN1CCN(S(=O)(=O)/C=C/c2ccccc2)CC1 | -4 | 10 | 2 | 0 | 1 | -3 | 6 | -3 | 10
COc1ccc(CC(=O)Nc2cccc(S(=O)(=O)N3CCCCCC3)c2)cc1OC | 0 | 5 | -2 | 8 | 1 | -2 | -3 | -4 | 5
O=C1N(Cc2ccccc2)CCCC12CCCN(Cc1ccccc1)C2=O | 0 | 5 | -1 | 11 | 6 | 3 | -4 | -1 | 2

# More records follow:
molecule | PREPL inhibitor | pPAFAH FP inh | PAD4 inh | PAFAH1B3 inh | LYPLA2 inh | LYPLA1 counter | PAFAH2 FP inh | GSTO1 counter | PAFAH1B2 FP inh
CCCc1c(C(=O)N2CCN(c3ccccc3OC)CC2)cnn1-c1ccccc1 | 5 | -1 | 1 | 7 | 3 | 0 | 2 | 19 | 2
O=C(O)c1ccccc1NC(=O)C1CCCO1 (configuration not stated) | 2 | 7 | 1 | 10 | -1 | -1 | 6 | -1 | -1
COc1ccc(CN(C)S(=O)(=O)c2nnc(NC(=O)c3ccc(C)cc3)s2)cc1OC | 7 | -3 | -2 | 10 | -1 | -2 | 4 | -44 | 5
Oc1ccc(Cl)cc1CNCc1ccc(Cl)cc1 | 1 | 9 | -1 | 10 | 1 | -2 | 4 | -3 | 17
CCC1CCCCN1CCCNS(=O)(=O)c1ccc2c(c1)oc(=O)n2C (configuration not stated) | 7 | -4 | -12 | 2 | -1 | 2 | 7 | 1 | 3
Cc1cc(=O)oc2cc(OCCC[n+]3ccccc3)ccc12 | 8 | 0 | 3 | 0 | 2 | -1 | 6 | 1 | 0
Cc1ccc(CNS(=O)(=O)c2c(C(=O)N3CCCCCC3)c(C)n(C)c2C)cc1 | 1 | 3 | -1 | 8 | 6 | 2 | 1 | 3 | -2
CC(CN1CCCCC1)OC(=O)COc1ccc(Br)cc1 (configuration not stated) | -8 | 2 | 3 | 12 | 11 | -1 | 3 | -6 | 1
CC(=O)N1CC(C)Sc2ccc(S(=O)(=O)NC(C)c3ccccc3)cc21 (configuration not stated) | 1 | 1 | -2 | 3 | 5 | -1 | -2 | 7 | 6
COc1cccc(OC)c1C(=O)Nc1ccc2c(c1)CCCN2S(=O)(=O)c1ccc(C)cc1 | -3 | 13 | -3 | 1 | -7 | -2 | 5 | -2 | -1
CC(=O)c1ccc(S(=O)(=O)N2CCN(C(=O)CSc3ccc(C)c(C)c3)CC2)cc1 | 28 | 1 | -8 | 6 | -5 | -3 | 9 | 4 | 0
Cc1nn(-c2ccccn2)c2c1C(c1ccccc1Cl)C1=C(N2)c2ccccc2C1=O (configuration not stated) | 0 | 2 | 2 | -1 | 1 | -2 | 2 | 6 | -6
CC(=O)c1c(C)[nH]c(-c2ccccc2)c1C | -7 | -1 | 1 | 5 | -2 | 4 | 0 | 4 | -2
